NCI-60 one-dose screen, 48 h, at 10 µM unless noted. Numbers give growth in % (100 = growth as untreated, 0 = no growth, -100 = all killed).
COLO 205: COLO 205 colon cancer | AID 1794742 | actives 7.3% (n = 79,000)
NCI/ADR-RES: NCI/ADR-RES ovarian cells. actives 4.4% (n = 81,000). AID 1794790
NCI-H322M: NCI-H322M lung cancer; actives 2.7% (n = 80,000); AID 1794733
IGROV1: IGROV1 ovarian cancer | actives 4.7% (n = 79,000)
NCI-H226: NCI-H226 lung cancer | actives 3.5% (n = 79,000)
NCI-H522: NCI-H522 lung cancer | actives 8% (n = 78,000)
NCI-H23: NCI-H23 lung cancer. actives 4% (n = 80,000)
KM12: KM12 colon cancer cells | actives 5% (n = 82,000) | AID 1794800
NCI-H460: NCI-H460 lung cancer; AID 1794736; actives 6.8% (n = 82,000)
Starred values were filed as active, the others as inactive; nt = no result given; & = joins results of further samples; [ ] = remark or other dose. The calls were made as follows: active = growth percent below 10; inactive = the rest.

SMILES	COLO 205	NCI/ADR-RES	NCI-H322M	IGROV1	NCI-H226	NCI-H522	NCI-H23	KM12	NCI-H460
COc1cc2c(c(OC)c1OC)C(=O)CC(c1cccc(NC(=O)CNC(=O)OC(C)(C)C)c1)O2 (stereo not drawn)	103	101	97	102	98	96	95	23	106
CC(C)/C=N/Nc1ccc([N+](=O)[O-])cc1[N+](=O)[O-]	96	108	95	94	95	33	104	71	98
O=C(Cn1cc(CNC(=O)c2ccc3ccc4ccc(C(=O)NCc5cn(CC(=O)c6ccc(Br)cc6)nn5)nc4c3n2)nn1)c1ccc(Br)cc1	110	104	90	94	122	84	102	101	108
O=C1[C@H]2Cc3c([nH]c4ccccc34)[C@@H](c3c(Cl)cccc3Cl)N2C(=O)CN1C1CCN(CC2CCCCC2)CC1	105	92	95	53	86	101	95	92	64
NS(=O)(=O)c1ccc(CCN2C(=O)/C(=C/c3ccc(Br)cc3)C=C2c2ccccc2)cc1	107	93	94	96	92	77	98	95	97
O=C(O)/C=C(\c1nc2ccc([N+](=O)[O-])cc2[nH]1)c1cc(Cl)ccc1O	27	18	34	26	34	2.5*	4.9*	21	14
CC(=O)Nc1ccc(-n2cnc3cc(-c4ccc(NS(C)(=O)=O)cc4)ccc32)cc1	64	70	59	36	-68*	47	61	40	33
Cc1nn(-c2ccccc2)c2nc(Cl)c(/C=C/C(=O)c3ccccc3)c(-c3ccccc3)c12	121	105	105	120	90	90	102	106	106
Cc1cccc(-c2nnc(SCC(=O)Nc3nccs3)n2N2C(=O)CSC2=S)c1	110	100	101	94	92	84	102	99	103
Cc1cn([C@H]2CC=C(CO)O2)c(=O)[nH]c1=O	111	99	103	102	95	93	103	105	105
c1ccc(Nc2ncnc3onc(-c4ccccc4)c23)cc1	102	99	104	99	91	78	98	97	98
N#Cc1ccc2c3cccc4[nH]c(=O)nc(c5cccc1c25)c43	101	103	98	101	94	84	100	99	103

Exported with two lines to a compound: part of the list above.
Screens in order: COLO 205 | NCI/ADR-RES | NCI-H322M | IGROV1 | NCI-H226 | NCI-H522 | NCI-H23 | KM12 | NCI-H460
> COc1cc2c(c(OC)c1OC)C(=O)CC(c1cccc(NC(=O)CNC(=O)OC(C)(C)C)c1)O2 (stereo not drawn)
  103 | 101 | 97 | 102 | 98 | 96 | 95 | 23 | 106
> CC(C)/C=N/Nc1ccc([N+](=O)[O-])cc1[N+](=O)[O-]
  96 | 108 | 95 | 94 | 95 | 33 | 104 | 71 | 98
> O=C(Cn1cc(CNC(=O)c2ccc3ccc4ccc(C(=O)NCc5cn(CC(=O)c6ccc(Br)cc6)nn5)nc4c3n2)nn1)c1ccc(Br)cc1
  110 | 104 | 90 | 94 | 122 | 84 | 102 | 101 | 108
> O=C1[C@H]2Cc3c([nH]c4ccccc34)[C@@H](c3c(Cl)cccc3Cl)N2C(=O)CN1C1CCN(CC2CCCCC2)CC1
  105 | 92 | 95 | 53 | 86 | 101 | 95 | 92 | 64

(further entries)
SMILES	COLO 205	NCI/ADR-RES	NCI-H322M	IGROV1	NCI-H226	NCI-H522	NCI-H23	KM12	NCI-H460
CC(=O)N1N=C(c2ccccc2)CC1c1nnc2n(Cc3ccccc3)c(=O)c3c4c(sc3n12)CCCC4 (stereo not drawn)	279	84	111	102	91	93	83	105	105
COc1cc(/C=N/NC(=O)Cn2c(C(C)C)nc3ccccc32)ccc1O	109	99	94	91	94	92	95	98	98
C=CCOC(c1ccc2c(c1)OCO2)C(C)Br (stereo not drawn)	107	119	101	103	96	95	106	105	106
CN1CCN(c2ccc3nc(/N=C/c4ccc5sc(-c6ccc(C(F)(F)F)cc6)nc5c4)sc3c2)CC1	nt	99	98	112	nt	78	95	105	99
O=C1/C(=N/Nc2ccc(Cl)cc2)CCCc2ccccc21	97	96	94	101	97	91	80	94	92
O=C(N[C@H]1C(O)[C@H](O)C(CO)O[C@H]1O)NS(=O)(=O)c1ccccc1 (stereo partly drawn)	113	103	109	109	94	99	105	102	116
Cc1ccc(C(C)C)c(OC(=O)Nc2cc(Cl)ccc2Cl)c1	115	113	119	96	103	99	103	105	103
CC(C)Cc1ccc(C(C)c2nnc(Nc3nc4ccccc4s3)s2)cc1 (stereo not drawn)	123	103	91	84	91	101	94	102	101
COc1ccc(C2=NN(C(=O)c3cc(-c4ccc(C)cc4)nc4ccccc34)C(c3cc(-c4ccccc4)nn3-c3ccccc3)C2)cc1OC (stereo not drawn)	106	98	77	77	93	87	93	86	76
Cc1ccc(CSc2nc(-c3ccc(F)cc3)c(C#N)c(N3CCOCC3)n2)cc1	115	93	92	97	79	55	92	99	95
FC(F)(F)Sc1ccc(/C=C/c2cc(/C=C/c3ccc(SC(F)(F)F)cc3)n(-c3cccc(C(F)(F)F)c3)n2)cc1	103	105	103	106	103	87	98	100	109
CCCCCCCCNc1ncnc2c1ncn2Cc1nnc2c3ccccc3c(Cl)nn12	65	35	78	31	40	53	60	65	53

Grouped by structure, the entries above containing an aryl methoxy group.
SMILES	COLO 205	NCI/ADR-RES	NCI-H322M	IGROV1	NCI-H226	NCI-H522	NCI-H23	KM12	NCI-H460
COc1cc2c(c(OC)c1OC)C(=O)CC(c1cccc(NC(=O)CNC(=O)OC(C)(C)C)c1)O2 (stereo not drawn)	103	101	97	102	98	96	95	23	106
COc1cc(/C=N/NC(=O)Cn2c(C(C)C)nc3ccccc32)ccc1O	109	99	94	91	94	92	95	98	98
COc1ccc(C2=NN(C(=O)c3cc(-c4ccc(C)cc4)nc4ccccc34)C(c3cc(-c4ccccc4)nn3-c3ccccc3)C2)cc1OC (stereo not drawn)	106	98	77	77	93	87	93	86	76

(cont.)
SMILES	COLO 205	NCI/ADR-RES	NCI-H322M	IGROV1	NCI-H226	NCI-H522	NCI-H23	KM12	NCI-H460
CCc1c2c(c(C)c3c1oc1cc(OC)ccc13)C(=O)N(O)C2=O	112	108	102	112	106	101	98	96	104
Nc1nc2c(s1)C(c1ccc(OC3CCCC3)cc1)CC(=O)N2 (stereo not drawn)	110	105	90	113	92	81	101	101	100
O=[N+]([O-])c1cc2c(c3cccnc13)COCO2	116	105	114	127	118	109	105	108	108
Cc1cc(C)c(CCl)c(C)c1CCl	107	105	103	98	98	102	98	101	105
CC(=O)c1c(/C=C/c2ccccc2)c2ccccc2[nH]c1=O	112	96	102	97	96	89	106	103	103
CN(C)CCCN=c1cc2c(=O)n(CCCN(C)C)c(=O)c3c(NCCCN(C)C)cc4c(O)n(CCCN(C)C)c(=O)c1c4c3-2	-57*	52	-27*	-25*	-33*	nt	21	3.0*	-44*
Cc1ccnc(NS(=O)(=O)c2ccc(Nc3ccnc(SCC(=O)c4ccccc4)n3)cc2)n1	115	117	106	103	94	94	111	112	110
CCOc1ccc(I)cc1	111	101	120	117	103	105	97	95	108
N#C/C(=C\c1cccs1)C(=O)c1ccco1	113	113	104	98	100	111	112	112	114
O=C(O)C1c2ccccc2-c2ccccc21	103	106	102	78	80	102	101	114	111
Cc1[nH]nc(C(N)=O)c1[N+](=O)[O-]	102	102	105	115	88	106	89	103	99
COC(=O)/C=C\C(=O)OC	118	111	125	113	114	89	106	113	111
N/C(=N\c1nc(=O)c2ccccc2c(=O)[nH]1)N1CCCCC1	107	103	97	101	104	100	98	101	106
CCCCC1SC2=NCCCN2C1(O)c1ccc(Cl)cc1 (stereo not drawn)	102	113	96	98	89	114	105	108	97
C=CCN1C(=O)c2cccc3c(-c4ccc5c(c4)c(-c4nc6ccccc6s4)cn5CC=C)ccc(c23)C1=O	113	101	99	91	98	93	96	99	101
Cc1ccc2n[nH]nc2c1	107	109	97	99	96	nt	110	108	102
COC(=O)[C@H](NS(=O)(=O)N(c1cccc(F)c1)C1CCN(Cc2ccc(F)cc2)CC1)C(C)C	115	86	88	97	71	67	nt	89	92
CCC(=O)c1ccccc1C	110	112	154	122	101	103	108	108	114
COc1ccc(-c2cc(-c3cccn3C)[nH]c(=O)c2C#N)cc1	nt	90	94	87	nt	90	90	100	102
CC1(C)Cc2c(Br)c(Br)c(Br)c(OCC(O)CN3CCOCC3)c2O1 (stereo not drawn)	116	81	72	-83*	109	-84*	94	95	94
CC1C(=O)C2=C(CCC2)c2cn(Cc3ccccc3)c3cccc1c23 (stereo not drawn)	nt	79	96	88	nt	60	nt	77	94
CCCOc1ccc(-c2nc(-c3ccc([N+](=O)[O-])cc3)cs2)cc1	124	94	106	98	109	91	100	113	97
NN1C=CNn2c1nc1c(cnn1-c1ccccc1)c2=O	117	106	108	109	106	102	100	103	108
CC(C1CCC(CN2Cc3ccc(O)c(F)c3C2=O)CC1)N1CCOCC1 (stereo not drawn)	111	100	111	118	95	108	97	102	104
CC1=CC(C)=Nc2ccccc2N1	104	99	104	102	98	112	97	100	102
O=C1Nc2ccccc2/C1=N/n1c(N/N=C/c2nc(Br)cs2)n[nH]c1=S	114	110	101	76	92	nt	96	101	111
CN(C)CCC(=O)c1cccc([N+](=O)[O-])c1	102	103	105	112	94	29	100	105	97
COc1cc(/C=C/C(=O)c2cc(-c3cccc(Cl)c3)ccc2O)cc(OC)c1OC	84	87	85	101	110	82	81	91	90
COc1ccc(C(C)=C(c2ccc(OCCCN(C)C)cc2)c2ccc(OCCCN(C)C)cc2)cc1	-90*	-97*	-97*	-91*	-82*	-93*	-96*	-86*	-44*
COc1ccc(N=C2S/C(=C/c3cn(-c4ccccc4)nc3-c3ccc(Cl)cc3)C(=O)N2Cc2nc3ccccc3[nH]2)cc1	115	100	103	118	87	107	98	108	107
CCCc1ccc(-c2cc(C(Cl)Cl)no2)cc1	121	109	94	104	98	114	97	101	102
COc1cc(-c2nc3sccn3c2-c2ccnc(NCCNS(=O)(=O)c3ccc(Cl)cc3)n2)ccc1F	34	14	70	42	8.6*	1.2*	19	17	42
c1ccc2nc(N3CCCCC3)c(N3CCCCCC3)nc2c1	115	103	107	109	97	97	103	99	107
Nc1nn2c(-c3cc4cc(Br)ccc4oc3=O)ccnc2c1N=Nc1ccc(Br)cc1	36	14	24	-16*	-25*	25	-7.8*	52	15
O=C(NO)c1ccncc1	107&121	94&94	110&91	103	96&93	88&82	108&108	115&94	95&104
O=S(=O)(NCCCNc1cc(-c2cn(-c3ccccc3)nc2-c2cccc(O)c2)ccn1)c1ccccc1	-12*	51	60	59	42	52	66	30	39
CC(C)c1ccc([N+](=O)[O-])cc1	106	94	96	96	99	88	103	99	105
CC(=O)Nc1cccc(F)c1	112	96	115	82	100	107	96	108	111
CCC(CC)(C(=O)Nc1ccccc1O)C(=O)Nc1ccccc1O	103	99	100	106	101	99	105	110	111
Cc1ccc(/C(=N\c2sc(-c3ccccc3)nc2-c2ccccc2)N2CCc3ccccc3C2)cc1	115	109	97	106	93	94	92	99	108
O=S(=O)(O)SCC1=NCCN1	102	97	99	103	90	95	100	104	101
COc1ccc(-n2nc(C(=O)Nc3ccc(Cl)cc3)nc2-c2cc(OC)c(OC)c(OC)c2)cc1	101	85	76	83	79	nt	95	107	103
CCCNc1nc(N(C)O)nc(N(C)O)n1	9.9*	17	42	37	63	37	41	42	12
CCc1oc2ccccc2c1C(=O)c1ccc(OCCN(CC)CC)cc1	87	96	100	118	86	95	83	108	98
NC(=S)CN1CCOCC1	118	105	92	102	114	98	106	102	105
CN(Cc1ccccc1)Cc1ccc([N+](=O)[O-])cc1I	104	103	93	93	95	87	107	93	97
N#CCCC(C#N)(CCC#N)c1ccccc1	99	96	92	103	105	82	97	100	125
COc1ccc(S(=O)(=O)c2ccc(F)cc2)cc1	113	95	117	120	97	83	102	106	114
CCOc1cc(C(C)(C)C)ccc1C1=N[C@H](c2ccc(Cl)cc2)[C@H](c2ccc(Cl)cc2)N1C(=O)N1CCN(CC#Cc2cccc3c2CN([C@@H]2CCC(=O)NC2=O)C3=O)CC1	8.7*	26	9.4*	8.5*	-17*	39	77	26	24
NC(=S)N1N=C(c2ccc(N3CCNCC3)cc2)CC1c1cccs1 (stereo not drawn)	nt	106	113	111	104	93	108	109	110
COc1ccc(/C=C\C(CC(NO)c2ccc(OC)cc2)=N/O)cc1 (stereo not drawn)	117	112	120	120	98	92	99	101	108
CCSCN1CC(C)N(CSCC)CC1C (stereo not drawn)	146	102	91	108	90	95	99	114	107
COc1ccc(/C=N/NC(=O)COCC(=O)N/N=C/c2ccc(OC)cc2)cc1	111	112	113	110	100	107	107	107	107
CC(=O)CSc1nc(-c2ccccc2)c(-c2ccccc2)o1	109	101	98	98	109	90	101	102	105
Cc1ccc(/C=C2/SC(=O)N(CCCC(=O)N3CCN(c4cc5c(cc4F)c(=O)c(C(=O)O)cn5C4CC4)CC3)C2=O)cc1	114	103	109	97	104	98	98	104	105
Cc1ccc2c(c1)C(C(C)C)CCC2(C)C (stereo not drawn)	108	99	90	101	89	90	99	103	104
O=S(=O)(O)C1=CC(=N\Cl)/C=CC/1=N/Cl	121	113	92	112	92	91	106	106	110
COc1ccc(Nc2nc(Nc3cc(C)[nH]n3)c3cc(OC)c(OC)cc3n2)cc1	-61*[20 µM]	-64*[20 µM]	-100*[20 µM]	-89*[20 µM]	-47*[20 µM]	-39*[20 µM]	-75*[20 µM]	-74*[20 µM]	-76*[20 µM]
O=C(CCCCC(=O)Nc1cccc(Cn2nnc3cc(Cl)c(Cl)cc32)c1)Nc1cccc(Cn2nnc3cc(Cl)c(Cl)cc32)c1	104	107	94	96	106	98	99	113	102
C(=C/c1ccccc1)/C=C/C=C/C=C/c1ccccc1	114	102	105	112	105	109	104	109	100
CSc1nccc(-c2c(-c3ccc(NC(C)=O)cc3)nc3sccn23)n1	93	101	94	102	95	nt	101	103	114

High-throughput results deposited in PubChem BioAssay by NCI.
